UTI89 phage lysis – inhibition of K1F phage lysis, E. coli UTI89, bacterial capsule biogenesis inhibitors, alamar blue (AID 488966). E. coli UTI89 K1F phage lysis, alamar blue, 2 h; higher % means a stronger effect. inhibition, % at 100 µM; hits with a dose series show IC50 in µM. actives 0.02% (n = 340,000);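 active means phage lysis inhibition, versus mean bacterial control, above a set limit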;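 further: capsule biogenesis inhibitors block K1F phage lysis so surviving cells raise fluorescence; higher fluorescence means more inhibition of phage lysis; actives were called in the ten point dose series up to 300 µM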
The depositor's hits bear a star; i = inactive; [ ] = remark or other dose.

Structure,UTI89 phage lysis
Cn1c(N)c(N=O)c(=O)n(C)c1=S,0.8%
CC12CCC(=O)C=C1CCC1C2C(O)CC2(C)C1CCC21OCC1=O (stereo not given),-2.5%
O=C(c1cc2ccccc2o1)N1CCN(CCOc2ccccc2)CC1,-0.2%[50 µM]
CC[C@]1(C(=O)OC)[C@H]2C(=O)N(Cc3ccccc3)C(=O)[C@H]2[C@H]2CN=C(SCc3ccccc3)N21,0.2%
CN(C)c1ccc(C=C2C=Cc3ccccc32)cc1,-3.6%
COc1ccc(C(CNC(=O)c2ccc(C)c(S(=O)(=O)N3CCOCC3)c2)N2CCCC2)cc1 (stereo not given),0.8%[50 µM]
O=S(=O)(c1ccc(Cl)cc1)N1CCC2(CC1)OCCN2S(=O)(=O)c1cccs1,1.2%[50 µM]
Oc1ccc(-c2csc(Nc3ccc4c(c3)OCO4)n2)c(O)c1,-1.3%
COc1ccc(S(=O)(=O)N2CCCCC2)cc1NC(=O)c1cccc(S(=O)(=O)N2CCOCC2)c1,0.1%[50 µM]
CCN(CC)c1ccc(NC(=O)COC(=O)Cc2ccsc2)cc1,1.0%[50 µM]
O=C(OCCn1c(=S)sc2ccccc21)c1ccccc1,2.5%
COc1ccccc1C=NNC(=O)NN=Cc1ccccc1OC,0.7%

Remaining list, next part
Structure,UTI89 phage lysis
c1cc2c3c(cccc3c1)NC1(CCCC1)N2,0.8%
O=c1[nH]c(=O)n(C2CC(O)C(CO)O2)cc1I (stereo not given),3.0%
COC(=O)[C@H](Cc1ccccc1)NC(=O)Cn1cnc2c(NCc3ccccc3)ncnc21,0.3%
COc1ccc(CC(=O)OC(C)C(=O)NC2CCCCC2C)cc1 (stereo not given),1.2%[50 µM]
Cc1ccc(Nc2cc(Cl)nc(N)n2)c([N+](=O)[O-])c1,1.4%
COc1ccc2nc(NC(=O)C3CC(=O)N(c4ccc5c(c4)OCCO5)C3)sc2c1 (stereo not given),-0.9%[50 µM]
CCOc1ccc(S(=O)(=O)N2CCOCC2)cc1NC(=O)CN1C(=O)NC(C)(c2ccc(C)cc2)C1=O (stereo not given),0.6%[50 µM]
C[C@@]12C(=O)Nc3cc(F)c(F)cc3C(=O)N1[C@H]1c3ccccc3OC[C@@H]1[C@@H]2c1ccccc1,-1.3%
CCCCn1c(N)c(N(Cc2ccccc2OC)C(=O)C(C)Oc2ccc(Br)cc2)c(=O)[nH]c1=O (stereo not given),0.7%[50 µM]
Cc1ccc2nc3c(cc(S(=O)(=O)c4ccccc4)c(=N)n3C3CCCC3)c(=O)n2c1,-1.2%
CC(C)c1c(O)ccc2c1CC[C@H]1C(C)(C)CCC[C@]21C,-2.7%
Cc1ccc(NC2(C(N)=O)CCCC2)cc1,1.9%

Carrying on.
Structure,UTI89 phage lysis
O=Cc1ccc(OCc2cn(CC(=O)c3ccc(O)cc3)nn2)cc1,0.3%
COC(=O)c1ccc(CNC(=O)Cn2cnc(C(=O)Nc3ccc(C)c(C)c3)n2)cc1,0.3%
O=C(CN1CCN(S(=O)(=O)c2cccs2)CC1)N1CCCCC1,1.1%[50 µM]
CCN(CC(=O)Nc1c(F)cccc1F)C(=O)c1cccc(-n2cnnn2)c1,0.7%[50 µM]
CC(C)N(C(=O)[C@H]1C[C@H](CC(=O)NCc2ccco2)C(=O)N2CCc3c([nH]c4cc(CCC(=O)N(C)C)ccc34)[C@]12C)C(C)C,0.1%
COc1cc(NCCCCCCN)c2ncccc2c1OC,0.1%
COc1ccc(S(=O)(=O)N2CCOCC2)cc1NC(=O)c1ccc(=O)[nH]c1,1.1%[50 µM]
Nc1ncncc1-c1ccccc1Cl,0.9%
Cc1ccccc1-c1cccc([C@@H]2C[C@H]3C(CN2)CON3C)c1 (stereo not given in full),0.3%
CCSc1cnnc2ccccc12,1.4%
COC(=O)CCNC(=O)Cc1ccc(S(=O)(=O)N2CCCCC2)s1,0.5%[50 µM]
CCC(=Cc1ccccc1OC)c1ccncc1,3.0%

Going on with the list:
Structure,UTI89 phage lysis
Cc1ccc(C)c(N2N=C(C(=O)OCC(=O)N(C)c3ccccc3)CCC2=O)c1,1.2%[50 µM]
OCC1OC(n2ccc3c(NO)ncnc32)C(O)C1O (stereo not given),-3.1%
CC1(C)NC(=O)N(CC(=O)OCC(=O)N2CCN(S(=O)(=O)c3ccccc3)CC2)C1=O,0.8%[50 µM]
CCOc1ccc(C(=O)OCC(=O)Nc2cc(S(=O)(=O)N3CCOCC3)ccc2N2CCOCC2)cc1,-0.1%[50 µM]
O=C(NN(Cc1ccccc1)Cc1ccccc1)c1ccccc1,0.2%
CC1c2ccccc2-c2ccccc2N1C (stereo not given),3.7%
C=CCn1c(C)cc(C(=O)CSc2nnc3n(CCC)c(=O)c4ccccc4n23)c1C,0.0%
NC(CSC(c1ccccc1)(c1ccccc1)c1cccc2ccccc12)C(=O)O (stereo not given),-1.9%
O=C(OCc1ccccc1)N1CCC2CC1c1cc(NCCc3ccccc3)ccc12 (stereo not given),0.2%
CCC[C@H]1CC(=O)C=C(c2ccsc2)ON1C(=O)OC(C)(C)C,0.0%
Cc1nnc(SC(C)C(=O)NC2CCCCC2)[nH]c1=O (stereo not given),-0.6%
C=C1CC2(CC(c3ccccc3)OC(c3ccccc3)C2)OC1=O (stereo not given),0.1%

Going on with the list.
Structure,UTI89 phage lysis
CNc1nc(=O)n(C2CCCO2)cc1C (stereo not given),-1.5%
Cc1cc(C(=O)N2CCN(S(=O)(=O)c3ccc(C)c(C)c3)CC2)no1,1.3%[50 µM]
OC1CNc2c(ccc3ccccc23)C1 (stereo not given),-2.6%
Cc1csc(SCC(=O)N(c2ccccc2)C(C)C)n1,1.4%[50 µM]
O=C(Nc1cccc(C(=O)N2CCOCC2)c1)C1CC1,0.3%
O=C(Nc1ncccc1O)c1ccc(NS(=O)(=O)c2ccc3[nH]c(=O)[nH]c3c2)cc1,-0.4%[50 µM]
O=C1CC(c2ccccc2)=NN1c1ccccc1,-2.2%
CN(C(=O)c1cccc(NC(=O)Cc2ccc(NC(=O)C3CCN(C(=O)c4ccccc4)CC3)cc2)c1)C1CCCCC1,0.4%
Cc1ccc(C)c(SCC(=O)NC2CCS(=O)(=O)C2)c1 (stereo not given),1.5%[50 µM]
O=C1SCCN1N=Cc1ccc([N+](=O)[O-])o1,-6.3%
O=C(Cc1coc2cc(O)ccc12)N1CCN(S(=O)(=O)c2ccc(Br)cc2)CC1,0.4%[50 µM]
C[C@]12c3[nH]c4ccc(Cl)cc4c3CCN1C(=O)[C@@H](CC(=O)NCc1cccc(C(F)(F)F)c1)C[C@@H]2C(=O)N1CCOCC1,0.3%

The list continues.
Structure,UTI89 phage lysis
Cc1ccc(S(=O)(=O)N2CCN(C(=O)c3ccc(N4CCC(C)CC4)c([N+](=O)[O-])c3)CC2)cc1,0.0%[50 µM]
OC(COc1ccccc1)CN1CCN(c2ccccc2)CC1 (stereo not given),-2.1%
COc1ccc(NC(C)=O)cc1S(=O)(=O)NC(Cc1ccccc1)C(=O)NC(C)c1ccccn1 (stereo not given),0.6%[50 µM]
CC(NC(=O)c1ccccc1Cl)C(=O)Nc1ccc2c(c1)OCO2 (stereo not given),1.1%[50 µM]
COC(=O)Cc1nc2c(N)nc(N)nc2[nH]c1=O,-0.3%
O=C(C[C@H]1C[C@H](C(=O)N2CCOCC2)[C@@]2(CCC3CCCC3)c3[nH]c4ccc(Cl)cc4c3CCN2C1=O)NCCCn1ccnc1,0.1%
O=C(NCC(c1ccccc1)N1CCCC1)C1CCN(C(=O)Nc2ccccc2)CC1 (stereo not given),1.7%[50 µM]
CCCCn1c(N)c(N(CC(C)C)C(=O)CSc2nn(-c3ccc(F)cc3)c(=S)s2)c(=O)[nH]c1=O,0.5%[50 µM]
CCN(CC(=O)Nc1ccccc1C(=O)NC1CC1)Cc1cccs1,1.1%[50 µM]
Clc1ccc(N(CC2CO2)CC2CO2)cc1 (stereo not given),-3.4%
N#Cc1c(C#N)c(SSc2c(C#N)c(C#N)c(N)n2-c2ccccc2)n(-c2ccccc2)c1N,-1.8%
Nc1nc(SCc2ccccn2)c2ncn(C3OC(CO)C(O)C3O)c2n1 (stereo not given),-2.7%

Laid out differently: results already given
Cc1ccc(S(=O)(=O)N2CCN(C(=O)c3ccc(N4CCC(C)CC4)c([N+](=O)[O-])c3)CC2)cc1
  UTI89 phage lysis = 0.0%[50 µM]

OC(COc1ccccc1)CN1CCN(c2ccccc2)CC1 (stereo not given)
  UTI89 phage lysis = -2.1%

COc1ccc(NC(C)=O)cc1S(=O)(=O)NC(Cc1ccccc1)C(=O)NC(C)c1ccccn1 (stereo not given)
  UTI89 phage lysis = 0.6%[50 µM]

(continued)
Structure,UTI89 phage lysis
COc1ccc(-n2cnc(=S)[nH]c2=S)cc1,2.1%
COc1ccc(C(=O)NCC(=O)N2CCN(C(=O)c3ccco3)CC2)cc1OC,1.2%[50 µM]
CN1C(=O)N(CC(=O)N2CCN(S(=O)(=O)Cc3ccccc3)CC2)C(=O)C12CCCCC2,1.2%[50 µM]
NC(=O)c1ccsc1NC(=O)CSc1nncs1,1.5%[50 µM]
CCCN(CC(=O)Nc1ccccc1C)C(=O)c1ccc(N2CCCC(C)C2)c([N+](=O)[O-])c1 (stereo not given),-0.4%[50 µM]
O=[N+]([O-])c1cccc(COc2ccc(CN3CCCC3)cc2)c1,0.3%
Cc1ccccc1OCC(=O)OCC(=O)N1CCc2ccccc21,-0.2%[50 µM]
COc1ccc(N2CCN(C(=O)c3ccc(S(=O)(=O)N4CCCCCC4)cc3)CC2)cc1,0.9%[50 µM]
Cc1cn(CC(=O)NCCN2CCOCC2)c(=O)[nH]c1=O,0.4%
NS(=O)(=O)c1ccc(N2N=C(c3ccccc3)CC2c2ccccc2Br)cc1 (stereo not given),0.4%
CC[C@]1(C(=O)OC)[C@H]2C(=O)N(C)C(=O)[C@H]2[C@H]2CN=C(SCc3ccc(OC)cc3)N21,0.2%
CCN(CC)C(=O)[C@H]1CC(CC(=O)NC/C=C(\C)CCC=C(C)C)C(=O)N2CCc3c([nH]c4ccc(OC)cc34)[C@]12C (stereo not given in full),0.1%

Given field by field: 4 of the compounds above
Molecule: O=C(OCCn1c(=S)sc2ccccc21)c1ccccc1
  UTI89 phage lysis: 2.5%

Molecule: COc1ccccc1C=NNC(=O)NN=Cc1ccccc1OC
  UTI89 phage lysis: 0.7%

Molecule: c1cc2c3c(cccc3c1)NC1(CCCC1)N2
  UTI89 phage lysis: 0.8%

Molecule: O=c1[nH]c(=O)n(C2CC(O)C(CO)O2)cc1I (stereo not given)
  UTI89 phage lysis: 3.0%

Next part:
Structure,UTI89 phage lysis
C=C1[C@@H](O)[C@H](CC(C)C)N(Cc2ccccc2Br)S1(=O)=O,-1.7%
Cc1cccc(C(=O)NNC(=O)c2ccc3ccccc3c2)c1,0.4%
O=C1c2ccccc2[C@@H]2C[C@@H](O)[C@H](Nc3cccc(C(F)(F)F)c3)CCN12,0.2%
Cn1cnc2ncnc(Oc3ccc(Br)cc3)c21,0.7%
O=C(CN1C(=O)C2CCCCC2C1=O)NC1CCCc2ccccc21 (stereo not given),0.3%[50 µM]
COc1ccccc1-c1noc(CCC(=O)N2CCN(c3cc(C)ccc3C)CC2)n1,0.0%
O=C1C2C3C=CC(O3)C2C(=O)N1Nc1ccccc1 (stereo not given),-1.4%
Oc1ccccc1C=NNC(=S)NN=Cc1ccccc1O,i
Nc1nc(SCc2ccccc2Cl)c2ncn(C3OC(CO)C(O)C3O)c2n1 (stereo not given),-1.5%
CCOc1ccccc1-n1ccn(CC(=O)Nc2ccc(Br)cc2F)c(=O)c1=O,0.4%[50 µM]
CN=C1NC(C)(C)C2CCC(C)(CC2)S1,-1.4%
CC(C#N)(NC(=O)CN1CCN(S(=O)(=O)c2cc(C(F)(F)F)ccc2Cl)CC1)C1CC1 (stereo not given),-0.4%[50 µM]

New compounds follow.
Structure,UTI89 phage lysis
O=[N+]([O-])c1cccc(COc2ccccc2CN2CCCC2)c1,0.2%
CN(C)S(=O)(=O)c1ccc(Cl)c(NC(=O)COC(=O)CNS(=O)(=O)c2c(F)cccc2F)c1,1.1%[50 µM]
CCCCSc1ncnc2c1ncn2C1CCCCO1 (stereo not given),-1.6%
CN(C)c1ccc(C=c2c3ccccc3n3c2cc(-c2ccc(Cl)cc2)[n+]3C)cc1,2.8%
Cc1ccc(S(=O)(=O)N2CCC[C@H]2C(=O)OCCN2C(=O)c3ccccc3C2=O)cc1,0.2%[50 µM]
CCOC(=O)Nc1ccc2c(c1)C(=NNC(N)=S)c1ccccc1-2,2.0%
CCOC(=O)c1ccc(N=Cc2cnc(N)nc2N)cc1,0.7%
CN(CCc1ccccc1)C(=O)c1ccc(NC(=O)Cc2ccc(NC(=O)C3CCN(C(=O)C4CC4)CC3)cc2)cc1,-0.1%
COc1ccccc1N(C)S(=O)(=O)c1ccc(C(=O)NCC(c2ccco2)N2CCCCC2)cc1 (stereo not given),0.1%
C#CCOCCOCCOCCNc1nc(N2CCN(C(=O)Cn3cc(CCO)nn3)CC2)nc(N2CCN(C(=O)Cn3cc(CC(C)O)nn3)CC2)n1 (stereo not given),1.2%
COc1ccccc1NS(=O)(=O)c1ccc(C)c(NS(=O)(=O)c2cc(NC(C)=O)ccc2OC)c1,0.1%[50 µM]
O=C(COC(=O)c1ccc(Cl)nc1)Nc1ccc(N2CCOCC2)cc1,1.3%[50 µM]
CN1C[C@@H]2[C@@H]3C(=O)N(C)C(=O)[C@@H]3[C@](C)(C1=O)N2C(=O)c1ccc(Cl)cc1,0.8%

Compound activity as filed in PubChem BioAssay.

An excerpt; rates above refer to the full screens.
